# CR mimetic SO – yeast age-related superoxide inhibition as caloric restriction mimetic | S. cerevisiae aged cells, superoxide DHE fluorescence; hits give low values | superoxide response (% of plate mean), % at 10 µM | hit rate 0.18% among 330,000 | AID 2690;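 active = superoxide response under a set limit, about three screen SD below normal, cut at about 65% in these data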;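 also: yeast aged for seven days with compound at 30 °C before DHE staining; 100% = average MFI of all compound-treated wells on the plate with controls excluded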
# TPT1 inh – C. albicans TPT1 enzyme inhibition; hit rate 0.81% among 300,000; inhibition, % at 5 µM; recombinant caTPT1, FP RNA substrate dephosphorylation;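 active = inhibition above the mean of all tested compounds plus 3 SD, set per screening campaign, cut at about 24% in these data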;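 also: plate controls were DMSO alone for no effect and ferristatin control at 100 nM for full effect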
# Fh CTSL1 inh – counter-screen for PFM18AAP inhibitors: inhibitors of F. hepatica cathepsin L1; recombinant F. hepatica cathepsin L1, Z-Leu-Arg-MCA fluorescence; hit rate 0.49% among 300,000; AID 1906; inhibition, % at 5.96 µM;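 active = inhibition above the mean of all tested compounds plus 3 SD, set per screening campaign, cut at about 17% in these data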;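 also: 0% = plate median of test compound wells and 100% = 1 µM Z-Phe-Ala-diazomethylketone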
# HCV core dimer – blocks dimerization of HCV core protein. TR-FRET GST/Flag-core106 dimerization, 1536-well. inhibition, % at 5 µM. hit rate 0.33% among 300,000. AID 1899;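 active = inhibition above the mean of all tested compounds plus 3 SD, set per screening campaign, cut at about 45% in these data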
#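 assay system = GST-tagged and Flag-tagged HCV core protein residues 1-106 | controls = unlabelled core106 and no-GST-core106 wells | incubation = compound-protein-antibody incubation 4 h at 22.5 °C | probe or stimulus = Eu donor and XL665 acceptor anti-tag antibodies | read-out = % inhibition based on acceptor/donor emission ratio | signal = TR-FRET 671 and 617 nm emission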
# GASC-1 inh – human JMJD2C demethylase inhibition | inhibition, % at 2.35 µM | Q9H3R0 | AID 2099 | hit rate 0.069% among 330,000 | GST-JMJD2C(1-420) H3K9me3 demethylation, DELFIA europium;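 active = more than half of a compound's replicate wells show inhibition beyond 50%, single wells judged on their own value; inconclusive = some, but no more than half, of replicates pass 50% inhibition; inactive = no replicate passes 50% inhibition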;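 also: signal counts dimethyl H3K9 product captured on neutravidin plate; 0% = median of DMSO wells and 100% = 0.3 times that DMSO median; strong numbers were not always called active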
# PP1 inh – counter-screen for PP5 inhibitors: inhibitors of human PP1-alpha | P62136 | purified PP1alpha, OMFP fluorescence | inhibition, % at 6.7 µM | hit rate 0.9% among 320,000 | AID 2235;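 active = inhibition above the mean inhibition of all tested compounds plus 3 SD, computed separately for each screening campaign, cut at about 15% in these data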
# Target sequence (P62136 whole entry, looked up): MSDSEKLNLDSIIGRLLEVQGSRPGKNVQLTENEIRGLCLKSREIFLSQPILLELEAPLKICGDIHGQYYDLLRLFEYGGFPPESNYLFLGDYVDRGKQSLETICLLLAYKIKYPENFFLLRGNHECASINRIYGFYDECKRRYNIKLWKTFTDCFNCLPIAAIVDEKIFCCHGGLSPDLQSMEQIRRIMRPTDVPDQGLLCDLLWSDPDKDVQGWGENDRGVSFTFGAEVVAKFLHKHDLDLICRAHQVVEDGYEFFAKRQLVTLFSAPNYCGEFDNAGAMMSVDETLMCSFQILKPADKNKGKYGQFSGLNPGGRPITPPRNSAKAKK
# PP5 primary – PP5 (human) phosphatase inhibition | P53041 | purified PP5c, OMFP substrate fluorescence | inhibition, % at 6.7 µM | hit rate 0.18% among 320,000 | AID 1987;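 active = inhibition above the campaign's mean inhibition across all tested compounds plus 3 SD, cut at about 9.5% in these data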;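 also: 0% = DMSO only and 100% = 100 µM cantharidin control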
# Target sequence (P53041 whole entry, looked up): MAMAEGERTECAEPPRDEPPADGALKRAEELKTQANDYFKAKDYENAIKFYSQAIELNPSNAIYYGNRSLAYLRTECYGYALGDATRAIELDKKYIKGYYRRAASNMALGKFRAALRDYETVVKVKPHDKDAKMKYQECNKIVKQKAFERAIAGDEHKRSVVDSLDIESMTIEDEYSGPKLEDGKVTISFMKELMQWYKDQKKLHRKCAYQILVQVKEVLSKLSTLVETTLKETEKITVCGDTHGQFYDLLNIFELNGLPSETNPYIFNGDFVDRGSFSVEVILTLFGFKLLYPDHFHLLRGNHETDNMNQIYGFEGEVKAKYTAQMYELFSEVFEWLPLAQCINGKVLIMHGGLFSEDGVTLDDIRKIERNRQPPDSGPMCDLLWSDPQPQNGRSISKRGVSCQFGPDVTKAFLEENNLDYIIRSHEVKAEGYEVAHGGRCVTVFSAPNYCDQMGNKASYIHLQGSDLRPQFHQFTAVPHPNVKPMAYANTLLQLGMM
# EBNA-1 inhibitor – blocks EBNA-1 binding to DNA | inhibition, % at 14.8 µM | hit rate 0.34% among 300,000 | AID 1950 | EBNA-1 DNA binding, fluorescence polarization; in the data active = inhibition above about 28%
# ZTA counter – blocks Epstein-Barr virus ZTA, an EBNA-1 counter-screen; P03206; ZTA-DNA binding, fluorescence polarization; inhibition, % at 11 µM; hit rate 0.15% among 320,000; in the data active = inhibition above about 33%
# Target sequence (P03206 whole entry, looked up): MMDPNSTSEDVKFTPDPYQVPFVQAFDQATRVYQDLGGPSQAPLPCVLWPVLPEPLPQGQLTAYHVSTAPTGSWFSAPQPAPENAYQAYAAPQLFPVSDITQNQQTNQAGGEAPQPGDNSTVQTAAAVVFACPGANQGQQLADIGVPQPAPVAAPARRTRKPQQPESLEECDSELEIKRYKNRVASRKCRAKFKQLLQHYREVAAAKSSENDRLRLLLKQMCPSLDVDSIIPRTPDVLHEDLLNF
# Starred values were filed as active, the others as inactive; ? = inconclusive; . = not tested or not shown. Some of the compounds tested; rates above refer to the full screens.
SMILES,CR mimetic SO,TPT1 inh,Fh CTSL1 inh,HCV core dimer,GASC-1 inh,PP1 inh,PP5 primary,EBNA-1 inhibitor,ZTA counter
CCOc1ccc(N2C(=O)NC(=O)/C(=C\c3cc(OC)c(OC)cc3[N+](=O)[O-])C2=O)cc1,87,-1,2,3,0,-2,-0.1,2,13
O=C1NC(=O)N(CCNc2ncc(C(F)(F)F)cc2Cl)C(=O)C1Cc1ccc(Cl)cc1 (stereo unspecified),134,1,3,2,-24,3,3.8,5,1
Cc1ccsc1C(=O)C1CCCN(Cc2cnc(N)nc2)C1 (stereo unspecified),95,-2,2,0,4,-3,-1.1,5,-10
COc1ccccc1CN1CCN(C(=O)Cc2ccccc2)CC1,108,-3,-2,-5,6,2,2.6,-7,-11
COc1cc(C(=O)N2C[C@H]3C[C@@H](C2)c2cccc(=O)n2C3)cc(OC)c1OC,94,3,-1,-1,19,-5,1.3,-17,1
CCCCCc1nc2ccccc2c(=O)n1-c1ccccc1[N+](=O)[O-],95,-1,-2,4,-2,-4,2.5,11,-7
CC1CC(C)CN(C(=O)COC(=O)c2cn(C)c3ccccc23)C1 (stereo unspecified),125,.,.,.,7,-1,-2.2,.,-6
CC1CN=C(NC(C)c2ccccc2)S1 (stereo unspecified),93,-2,-1,4,-5,-2,2.9,-19,-9
COc1cc(OC)cc(C2(C#N)CCN(C)CC2)c1,100,-1,-2,-2,-2,-5,-1.1,8,-6
CC(C)c1ccccc1NC1=NCCCS1,93,-3,-4,8,2,-5,2.8,3,-9
CC(=O)OC(C)(C)/C=C/C(=O)C(C)(O)C1[C@H](O)C[C@@]2(C)C3CC=C4C(CC[C@@H](O)C4(C)C)[C@]3(CO)C(=O)C[C@]12C (stereo partly specified),103,3,-1,2,-1,-2,0.9,0,-1
O=C1NC(=O)C(=Cc2ccc(N3CCOCC3)o2)C(=O)N1,100,180*,6,-12,14,4,5.6,6,12
Nc1cccc(N=Cc2c(O)n(Cc3ccc(F)cc3)c(=O)[nH]c2=O)c1,118,8,6,0,-22,8,3.6,-12,19
COc1cc(Cn2c(N)c(C(=O)NCc3ccco3)c3nc4ccccc4nc32)cc(OC)c1OC,118,7,3,12,-5,4,4.6,10,11
NCCc1c[nH]c2ccccc12,128,-2,-8,0,.,-3,-1.2,-10,6
CC(=O)CC(c1ccccc1[N+](=O)[O-])c1c(O)c2ccccc2oc1=O (stereo unspecified),112,-2,-1,4,-6,-3,-1.3,-3,6
CCOc1ccc(C2SCC(=O)Nc3c2c(=O)[nH]n3C2CCCCCC2)cc1 (stereo unspecified),62*,2,2,4,49,1,2.8,18,-6
COc1ccc(C2=NCC(=S)Nc3ccc(Cl)cc32)cc1OC,104,1,2,0,-7,-3,-0.1,19,3
CC1CCC(NC(=O)CNC(=S)N2CC3CC(C2)c2cccc(=O)n2C3)CC1 (stereo unspecified),104,0,2,-3,0,-3,1.9,0,3
CC(=O)Nc1ccc(OC(=O)N(C)C)cc1,102,-3,2,-1,13,-2,-1.7,-7,-6
Cc1cc(OC(=O)c2ccco2)c2c3c(c(=O)oc2c1)CCC3,128,3,9,-11,-2,-12,-8.1,-20,-16
CN1C2CCC1CC(OC(=O)c1cc(Cl)cc(Cl)c1)C2 (stereo unspecified),113,0,2,-7,-2,-1,1.3,-5,-7
COc1ccc(Br)cc1CN1CCN(CCO)CC1,96,-1,1,-4,4,-6,2.9,-14,6
COCCNC(=O)N1[C@H]2CC[C@@H]1C(C(=O)OC)=C(c1ccc(OC(F)(F)F)cc1)C2,117,.,.,.,3,-1,1.4,.,-9
CN(C)S(=O)(=O)c1cccc(C(=O)N2CCC(C(=O)O)(c3ccccc3)CC2)c1,101,-3,5,0,-1,0,2.8,-2,11

# Next structures
SMILES,CR mimetic SO,TPT1 inh,Fh CTSL1 inh,HCV core dimer,GASC-1 inh,PP1 inh,PP5 primary,EBNA-1 inhibitor,ZTA counter
Cc1ccc(-n2c(O)c(C=NCC3CCCO3)c(=O)[nH]c2=O)c(C)c1 (stereo unspecified),96,8,-3,2,-5,-1,3.6,7,9
Cc1nn(Cc2ccccc2)c(C)c1C(=O)OCC(=O)NCc1ccco1,105,0,4,1,-5,2,0.7,7,16
CC(=O)OC1C2CCC1C(N1CCCC1)CC2 (stereo unspecified),111,-8,6,-1,2,-1,-5.2,1,-10
C=CCn1c(=O)c(C=Nc2c(OC)cccc2[N+](=O)[O-])c(O)n(CCCC)c1=O,88,51*,1,23,-39,-1,0.5,4,13
Cc1ccccc1C1=NCC(=S)Nc2ccc(Cl)cc21,95,-5,3,4,1,1,1.4,-1,-5
CN1CCC(N2CC3CC(C2)c2cccc(=O)n2C3)CC1 (stereo unspecified),105,0,4,-3,-1,-7,-2.0,0,-6
CCCCCCC(=O)N/N=C/c1c(O)n(C(C)CC)c(=S)[nH]c1=O (stereo unspecified),107,4,3,-2,3,7,1.2,10,-15
OC(CNC1CCCCCCC1)c1ccccc1 (stereo unspecified),116,-1,2,-6,36,-2,-0.7,5,-5
COc1ccc(C(=O)N2CCOCC2)cc1S(=O)(=O)N1CCC(C)CC1,92,-1,1,-2,-8,-2,2.6,-2,3
CN1CCN(c2ccc3c(c2)S(=O)(=O)c2ccccc2C3=O)CC1,98,-14,2,-4,-1,0,1.9,-6,-7
Cc1ccc(CN2CCN(C)CC2)c(C)c1,101,-2,0,2,.,-5,-0.7,-1,17
CCN(CC)C(=O)c1ccc(NC(=O)c2ccc(-n3cncn3)c([N+](=O)[O-])c2)cc1,102,-3,5,-2,-7,3,-2.2,-16,-1
O=S(=O)(NC1CCCC1)OCC(Cl)(Cl)Cl,99,0,-1,6,-2,-3,0.4,1,7
FC(F)(F)c1cccc(-n2nnnc2C2(N3CCOCC3)CCCCC2)c1,119,-4,1,-16,9,2,0.5,3,10
Cc1cccnc1-n1c(C)nc2ccccc2c1=O,93,-2,2,-5,0,-1,-1.1,8,-13
COC(=O)C1=C(c2ccccc2)C[C@@H]2CC[C@H]1N2C,100,.,.,.,-2,0,-2.2,.,13
OC1/C(=C/c2ccc(F)cc2)N2CCC1CC2 (stereo unspecified),87,-1,1,0,3,-1,2.3,-1,0
CN1C(C(=O)N2CCC3(CC2)OCCO3)=CC(c2ccc(F)cc2)=NS1(=O)=O,109,-2,2,7,-21,-5,0.2,10,5
COC(=O)C1=C(c2ccc(OC(F)(F)F)cc2)C[C@@H]2CC[C@H]1N2C(=O)NCCc1ccccc1,126,.,.,.,5,4,9.3,.,3
OCc1cnc[nH]1,92,-4,-4,0,14,0,-1.1,3,11
O=C(C[N+]12CCC(CC1)C(C(O)(c1ccccc1)c1ccccc1)C2)c1ccc(Br)cc1 (stereo unspecified),112,-3,-3,2,6,2,-0.4,11,0
CCCCC12CNCC(C)(CNC1)C2=O,86,-4,0,-1,-1,-1,-0.6,17,7
CCOc1ccc(-n2c(O)c(C=Nc3ccc(N(CC)CC)cc3)c(=O)[nH]c2=O)cc1,99,31*,-2,0,-13,-3,2.1,-8,7
COc1ccc(CCNC2CCCCCC2)cc1,107,3,1,-2,-27,-3,3.6,-9,-4
COCCNC(=O)CN1C(=O)CN=C(c2ccccc2)c2ccccc21,101,-2,1,-3,-2,-1,-2.4,1,0

# Next part.
SMILES,CR mimetic SO,TPT1 inh,Fh CTSL1 inh,HCV core dimer,GASC-1 inh,PP1 inh,PP5 primary,EBNA-1 inhibitor,ZTA counter
CCN(CC)S(=O)(=O)c1ccc(C(=O)NC2CN3CCC2CC3)cc1 (stereo unspecified),111,-1,0,-8,-5,-2,2.4,-18,-1
Nc1nnc(P(c2ccccc2)c2ccccc2)s1,98,1,16,1,-12,-7,0.2,-5,-5
O=C1NC(=O)C(=Cc2ccc(Oc3ccc([N+](=O)[O-])cc3)cc2)C(=O)N1,116,5,-1,-3,37,5,2.9,-13,-9
CCOC(=O)c1c(-c2ccccc2)oc2ccc(OC(=O)N(C)C)cc12,111,-1,1,4,11,4,1.9,-3,12
COC(=O)c1cncn1C(C)c1ccccc1 (stereo unspecified),79,0,-2,3,19,2,1.1,4,-1
COC(=O)C1=C(c2c(C)noc2C)C[C@@H]2CC[C@H]1N2C(=O)NCc1ccc(C(F)(F)F)cc1,107,.,.,.,-3,-1,0.7,.,-11
CCC(=O)N1CC(=O)Nc2ccc(F)cc2C1c1ccccc1 (stereo unspecified),109,0,-1,1,-7,-2,0.9,-5,-10
CC(C)c1ccc(-n2c(O)c(/C=N/NC(=O)c3ccccc3O)c(=O)[nH]c2=S)cc1,117,9,2,5,8,10,-1.0,-1,1
Nc1ccnn1C1CCNCC1,86,-3,0,1,0,1,-0.5,-4,-16
Cc1ccc(-n2c(C)nc3ccccc3c2=O)c(C)c1,94,-6,-2,-4,-3,-2,-1.2,2,-10
Cc1cc(C)nc(/N=C(\N)c2c(O)[nH]c(=O)[nH]c2=O)n1,88,-2,-4,-82,18,10,1.0,-7,-7
CN(C)N=O,90,.,.,.,7,-1,0.1,.,-19
O=c1[nH]c(=S)[nH]c(O)c1N=Nc1ccc(OC(F)F)cc1,102,9,10,-5,3,-2,-0.5,-4,9
CCOC(=O)C1(CCc2ccccc2)CCN(Cc2cccc3c2OCO3)CC1,99,-1,2,0,6,8,3.3,4,-2
CC[C@H](C)[C@@H]1O[C@@]2(C=CC1C)CC1C[C@@H](CC=C(C)C(O[C@H]3CC(OC)C(O[C@H]4CC(OC)C(O)C(C)O4)C(C)O3)C(C)C=CC=C3CO[C@@H]4C(O)C(C)=C[C@@H](C(=O)O1)[C@]34O)O2 (stereo partly specified),75,-6,3,9,.,-1,8.3,-2,-16
COc1ccc2c(CN3CC=C(c4ccccc4)CC3)cc(=O)oc2c1,90,0,2,10,10,-3,-0.4,-3,0
C=CCc1cc(C=C2C(=O)N(C)C(=O)N(C)C2=O)cc(OCC)c1OCc1ccccc1,101,9,0,20,27,6,0.8,-1,-6
CN1CCN(c2ccc([N+](=O)[O-])c(NCC3CCCO3)c2)CC1 (stereo unspecified),118,0,-1,-11,0,-1,2.1,5,0
C/C(=N\N1CCCCCC1)c1c(O)n(C2CCCCC2)c(=O)[nH]c1=O,101,2,-2,8,-3,-1,2.6,-2,-6
Nc1ccc(C2(c3ccc(N)cc3)CN3CCC2CC3)cc1,103,0,-6,-5,9,1,-2.7,-11,7
O=C1NC(=O)C2(Cc3ccccc3N3CCCC32)C(=O)N1Cc1ccccc1 (stereo unspecified),93,4,-3,3,?,3,-1.7,6,-8
COC(=O)C1=C(c2ccc(F)cc2F)C[C@@H]2CC[C@H]1N2C(=O)N1CCC(C)CC1,88,.,.,.,5,0,1.2,.,6

# 6 compounds drawn at random from those above, as already listed:
SMILES,CR mimetic SO,TPT1 inh,Fh CTSL1 inh,HCV core dimer,GASC-1 inh,PP1 inh,PP5 primary,EBNA-1 inhibitor,ZTA counter
O=C1NC(=O)C2(Cc3ccccc3N3CCCC32)C(=O)N1Cc1ccccc1 (stereo unspecified),93,4,-3,3,?,3,-1.7,6,-8
CC(=O)OC1C2CCC1C(N1CCCC1)CC2 (stereo unspecified),111,-8,6,-1,2,-1,-5.2,1,-10
COC(=O)c1cncn1C(C)c1ccccc1 (stereo unspecified),79,0,-2,3,19,2,1.1,4,-1
COc1cc(OC)cc(C2(C#N)CCN(C)CC2)c1,100,-1,-2,-2,-2,-5,-1.1,8,-6
Cc1ccc(-n2c(O)c(C=NCC3CCCO3)c(=O)[nH]c2=O)c(C)c1 (stereo unspecified),96,8,-3,2,-5,-1,3.6,7,9
CCOc1ccc(N2C(=O)NC(=O)/C(=C\c3cc(OC)c(OC)cc3[N+](=O)[O-])C2=O)cc1,87,-1,2,3,0,-2,-0.1,2,13
